# Mito fusion act: qHTS Assay for Small Molecule Inhibitors of Mitochondrial Division or Activators of Mitochondrial Fusion; S. cerevisiae fusion-defective mutant growth rescue, CellTiterGlo 48 h; AID 485298, 2010; Potency, µM (top dose mostly 46.1 µM), for inactives: at the top dose growth rescue (activation), usual class: activators; hit rate 0.23% among 320,000;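 further: potency means the concentration at half of the fitted maximal effect; % of control where 0% means no effect; nearly all actives have a fitted effect of over 45% in size; temperature-sensitive fusion mutants such as fzo1-1 at 37 °C on non-fermentable ethanol glycerol medium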
#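 Yeast fusion mutant, YPEG (non-fermentable carbon), compound, 48 h at 37C non-permissive; CellTiterGlo added, 10 min RT, luminescence read. Rescued growth = division inhibition.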
# ELG1 DNA repair: qHTS screen for small molecules that inhibit ELG1-dependent DNA repair in human embryonic kidney (HEK293T) cells expressing luciferase-tagged ELG1 | HEK293T ELG1-luciferase reporter, luminescence, 16 h; DNA damage induced by 5-fluorouridine | Potency, µM (series often up to 46.1 µM), for inactives: at the top dose activity change, negative = inhibition, hits mostly inhibitors | AID 504467, 2011 | hit rate 2.3% among 330,000; further: potency means the concentration at half of the fitted maximal effect; on the % scale 0 is the no-effect control and ±100 the full control effect; nearly all actives have a fitted effect of over 55% in size
#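 DMSO vehicle served as the neutral condition. Each well held 2,000 cells given 5-fluorouridine plus compound; after 16 hr at 37 °C/5% CO2, ONE-Glo was added and luciferase measured 30 min later.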
# USP2a block: qHTS Assay for Inhibitors of Ubiquitin-specific Protease USP2a Using CHOP2 as the Reporter. Ubiquitin carboxyl-terminal hydrolase 2 (Homo sapiens), O75604. USP2 core, Ub-CHOP2 coupled fluorogenic reporter, 485/531. Potency, µM (top dose mostly 38.3 µM), for inactives: at the top dose activity change, negative = inhibition, usual class: inhibitors. hit rate 0.01% among 330,000;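 further: potency means the concentration at half of the fitted maximal effect; plate controls were DMSO wells for no effect and full inhibition by NEM control for full effect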
# Target sequence (O75604 whole entry, looked up): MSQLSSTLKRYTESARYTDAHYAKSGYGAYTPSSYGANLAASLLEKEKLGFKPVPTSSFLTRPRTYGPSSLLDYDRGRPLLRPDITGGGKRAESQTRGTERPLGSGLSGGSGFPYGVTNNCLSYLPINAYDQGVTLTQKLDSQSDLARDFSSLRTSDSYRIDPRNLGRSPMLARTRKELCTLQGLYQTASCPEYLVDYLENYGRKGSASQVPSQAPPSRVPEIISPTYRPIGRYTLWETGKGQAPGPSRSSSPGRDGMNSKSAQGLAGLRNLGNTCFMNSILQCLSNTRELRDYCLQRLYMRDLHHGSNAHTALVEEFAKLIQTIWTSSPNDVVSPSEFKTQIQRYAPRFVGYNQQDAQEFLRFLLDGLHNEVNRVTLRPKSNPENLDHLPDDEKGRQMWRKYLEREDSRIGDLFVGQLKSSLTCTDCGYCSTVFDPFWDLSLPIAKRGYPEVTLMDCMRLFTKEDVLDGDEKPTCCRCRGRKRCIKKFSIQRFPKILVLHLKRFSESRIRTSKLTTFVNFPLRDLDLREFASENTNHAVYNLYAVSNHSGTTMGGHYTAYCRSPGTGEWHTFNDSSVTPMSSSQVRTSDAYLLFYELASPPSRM
#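 Deubiquitinase activity read as fluorescence (485/531 nm) after Ub-CHOP2 cleavage activates the enterokinase reporter on its substrate; USP2 core 10nM, Ub-CHOP2 and substrate 25nM each, 30min compound preincubation then 60min RT; data normalized to NEM, curves fitted.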
# KCNH2 3.1 inh: qHTS for Inhibitors of KCHN2 3.1: Mutant qHTS; Potassium voltage-gated channel subfamily H member 2, brain isoform KCNH2 3.1 (human); U2OS KCNH2 3.1, thallium flux FluxOr; hits give low values; activity change, % (tested at about 1.8 µM); hit rate 0.95% among 340,000;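 active means maximum activity change below -70%; inconclusive means maximum activity change from -70% to -50%; inactive means maximum activity change above -50%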;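 further: thallium influx rate constant from kinetic fluorescence after stimulation buffer; on the % scale 0 is the no-effect control and ±100 the full control effect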
#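 Virally transduced U2OS (3.1 isoform, 4 h infection in dark at RT) → overnight 37 C → FluxOr + Red40 in HBSS/HEPES, 45 min → stimulation buffer, 2 min kinetic read → rate constant vs DMSO controls.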
# TCR act: Activators of T cell receptors: qHTS campaign; primary human leukocytes, anti-CD3, IL-2 HTRF, 48 h; Potency, µM (highest dose often 9.22 µM), for the others: at the top dose activation of IL-2 secretion, usual class: activators; 330,000 tested, under 10 active; AID 504894, 2011; further: % of control where 0% means no effect
#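 Primary human leukocytes receive a-CD3 beads and test compound and are incubated 48 hr. Secreted IL-2 is then assayed by HTRF, measuring 665nm acceptor emission after 320nm excitation of the europium donor.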
# TSHR antagonist: Antagonists of the Thyroid Stimulating Hormone Receptor: HTS campaign; Thyrotropin receptor (Homo sapiens), P16473; TSHR-expressing cells, TSH-stimulated cAMP HTRF, 2 h; hits give low values; activity change, negative = inhibition, % at 11.5 µM; hit rate 0.2% among 330,000; AID 504810, 2011;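 active means activity change below a set negative limit, meaning inhibition stronger than a set level, cut at about -70% in these data; inconclusive means activity change between two set negative limits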; further: on the % scale 0 is the no-effect control and ±100 the full control effect
#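 Freshly harvested TSHR cells receive pin-tooled compound, then EC80 TSH at 4nM final. After 2 hours at 37 deg C, antibody in lysis buffer and cAMP-d2 are added; 30 minutes at ambient temperature precede the HTRF read.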
# Eya2 phos inh: qHTS Assay for Inhibitors of the Phosphatase Activity of Eya2; Protein phosphatase EYA2 (Homo sapiens), O00167; recombinant Eya2, OMFP fluorescence dephosphorylation (OMFP is methylfluorescein phosphate); Potency, µM (highest dose often 76.9 µM), for inactives: at the highest dose activity, negative = inhibition, hits mostly inhibitors; hit rate 0.006% among 330,000; further: potency means the concentration at half of the fitted maximal effect; on the % scale 0 is the no-effect control and ±100 the full control effect
#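 Eya2 (0.2 uM) preincubated 10 min at ambient with compound, then OMFP substrate added at 50 uM; 10 min reaction in 50 mM HEPES pH 7.5, 50 mM NaCl, 5 uM MgCl2, 0.05% BSA, 1 mM DTT. Fluorescence read at Ex 485/Em 525 nm.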
# KCNH2 WT inh: qHTS for Inhibitors of KCHN2 3.1: Wildtype qHTS. U2OS, BacMam KCNH2, thallium flux FluxOr; hits give low values. activity change, % at 1.84 µM. hit rate 0.37% among 340,000. AID 720551, 2013;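 active means maximum activity change below -70%; inconclusive means maximum activity change between -70% and -50%; inactive means maximum activity change above -50%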; further: on the % scale 0 is the no-effect control and ±100 the full control effect
#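 U2OS cells transduced with wild-type KCNH2 virus are loaded with FluxOr dye for 45 min, and thallium flux is measured in kinetic reads before and after stimulation buffer. Rate constants are normalized to DMSO controls.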
# AT treatment: qHTS Assay for Identifying a Potential Treatment of Ataxia-Telangiectasia | […] A-T fibroblasts, KAP-1 phosphorylation AlphaLISA; neocarzinostatin DNA damage 30 min before lysis | hit rate 0.19% among 320,000 | Potency, µM (titrated, usually from 57.5 µM), without a hit: at the highest dose activation, actives largely listed as activators; further: potency means the concentration at half of the fitted maximal effect; % of control where 0% means no effect; nearly all actives have a fitted effect of over 45% in size
#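 hTERT-immortalized A-T patient fibroblasts ([…]), 500 cells/well in OPTI-MEM, 1% FBS, got compounds for 60 min, then NCS for 30 min at 37C. Lysates were then assayed for phospho-KAP-1 by AlphaLISA (anti-pKAP1 donor, anti-KAP1 acceptor beads), 6 hr at 25C.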
# TRPV1 ag: HTS Assay for Compounds that Act as Agonists of the Vanilloid Receptor 1; hit rate 0.19% among 320,000; Transient receptor potential cation channel subfamily V member 1 (Homo sapiens), Q8NER1; activation, % at 8.33 µM; AID 540275, 2011; TRPV1-expressing cells, Fluo-8 calcium influx, agonist mode; in the data active means activation above about 80%; inconclusive means between about 30% and that limit; further: 0% is about no effect
#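 Cells expressing TRPV1 were dye-loaded with Fluo-8 and read kinetically: 10 s baseline, 3 min after compound (agonist portion), then 2 min after EC20 capsaicin (allosteric enhancer portion). Calcium-bound dye fluorescence at 480/520 nm.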
# * marks the source's active call; other numbers are inactive results; i = inactive; ? = inconclusive; . = no result given; [ ] = another dose, or the depositor's remark. Unless noted, the call rests on the fitted dose curve; in most records, active means well fitted curve in the direction sought with a large enough effect; inconclusive means small, poorly fitted or top-dose-only effect, or another doubt; inactive means no such curve, though single readings can be large; an effect the other way counts as inactive or inconclusive. Not all compounds are listed. The share of hits here may be higher or lower than overall.
# Below each compound – Mito fusion act	ELG1 DNA repair	USP2a block	KCNH2 3.1 inh	TCR act	TSHR antagonist	Eya2 phos inh	KCNH2 WT inh	AT treatment	TRPV1 ag
> COc1ccc(N2C(=O)C(CC(=O)Nc3ccccc3)N(Cc3cccs3)C2=O)cc1 (stereo not drawn)
 : 0%	6%	-1%	-6	-1%	3	-5%	-2	-1%	-2
> Cc1ccc(NC(=O)COC(=O)Cc2ccsc2)cc1S(=O)(=O)N1CCOCC1
 : 0%	-3%	2%	12	5%[46.1 µM]	-1	4%	6	3%	24
> O=C(COC(=O)[C@H](Cc1c[nH]c2ccccc12)NC(=O)c1ccc(Cl)cc1)Nc1ccc2c(c1)OCO2
 : 0%	2%	-14%	2	-2%	-8	8%	-3	.	0
> Cc1occc1C(=O)NC1CCCc2ccccc21 (stereo not drawn)
 : 15%	13%	-5%	.	3%	15	-18%	6	1%	2
> O=S(=O)(Nc1nccs1)c1ccc(Nc2nnc(-c3ccccc3)c3ccccc23)cc1
 : -4%	-2%	-7%	4	9%[46.1 µM]	-14	5%	-10	11%	8
> CCCS(=O)(=O)N1CCN=C1SCc1cccc2ccccc12
 : -7%	?	-4%	-8	-1%	5	4%	4	2%	19
> O=C(c1cccc(F)c1)N1CCN(CC2CC3C=CC2C3)CC1 (stereo not drawn)
 : 2%	0%	4%	2	-4%	-1	-3%	0	8%	11
> CCOc1ccc2[nH]c3c(=O)n(CCC4=CCCCC4)cnc3c2c1
 : 3%	3%	3%	-18	-9%	-2	6%	-1	1%	5
> CN(Cc1cn[nH]c1-c1ccc(-c2ccccc2)cc1)CC1CCOCC1
 : -4%	?	0%	1	-3%	-6	1%	10	-4%	4
> COc1ccc(CC2(CO)CCN(Cc3cnn(-c4ccc(F)cc4)c3)CC2)cc1
 : -7%	?	3%	11	-15%	-9	1%	13	-1%	13
> CCN(CC)c1ccc(S(=O)(=O)N2CCOCC2)cc1NC(=O)Cn1nc(C)c([N+](=O)[O-])c1C
 : -2%	-5%	3%	19	.	-24	7%	14	8%	10
> O=C(C1=C[C@H](c2ccc3c(c2)OCO3)C[C@H](OCCCCO)O1)N1CCN(Cc2ccc3c(c2)OCO3)CC1
 : 6%	?	2%	.	6%	-5	11%	.	-16%	1
> CCn1nc(NC(C)=O)c2cc3ccc(C)cc3nc21
 : 29%	12%	5%	6	-2%	-12	4%	0	1%	4
> COc1ccc(-c2ccc(Nc3ccc(C(=O)N4CCOCC4)cc3)nn2)cc1OC
 : -2%	?	3%	1	1%[46.1 µM]	-9	1%	-3	.	-1
> O=C(COc1ccc(Cl)cc1)OCC(=O)c1ccc[nH]1
 : 6%	?	-3%	-18	0%	4	-6%	-6	-9%	-1
> CCOc1ccc(Br)cc1C1=NN(C(C)=O)C(c2ccc([N+](=O)[O-])s2)O1 (stereo not drawn)
 : -7%	2%	-2%	9	5%	-7	12%	1	-10%	-2
> COC(=O)C1=C(C)OC(N)=C(C#N)C1c1c(C)nn(C)c1C (stereo not drawn)
 : -14%	-2%	1%	6	0%[46.1 µM]	-8	-7%	-2	15%	-4
> CCn1cc(C(=O)NCC(C)C)c(=O)c2cc(F)c(N3CCN(C(=O)c4ccco4)CC3)cc21
 : -4%	-1%	0%	6	2%	-6	-2%	7	-4%	-2
> CCCCCCc1cc2cc(/C(N)=N/NC(=O)c3ccncc3)c(=O)oc2cc1O
 : 1%	-21%	6%	-9	1%	11	25%	3	1%	?
> Cc1ccc(S(=O)(=O)N(C)C)cc1NC(=O)COC(=O)/C=C/c1ccc2c(c1)OCO2
 : -1%	8%	0%	10	0%	-6	-22%	-8	1%	1
> Cc1ccc(CN2CC(C(=O)N3CCN(S(=O)(=O)c4ccc(C)cc4C)CC3)CC2=O)cc1 (stereo not drawn)
 : 0%	?	-1%	-4	-2%	25	15%	-12	8%	3
> CCC1Oc2ccc(C)cc2N(CC(=O)NCCCN2CCOCC2)C1=O (stereo not drawn)
 : -10%	-3%	-4%	7	-1%	0	-2%	-19	1%	1
> O=C(N/N=C/c1ccccn1)c1cccc(S(=O)(=O)Nc2ccccc2Cl)c1
 : 3%	-13%	3%	-9	-3%	-10	-2%	2	-2%	3
> CSc1ccc(NC(=O)CSc2nc3[nH]c(=O)cc(O)c3s2)cc1
 : 3%	16%	?	5	.	23	-10%	-10	-10%	13
> C/C=C/C(=O)N1CC2(CC(c3cccc(NC(=O)CC)c3)=NO2)C[C@H]1C(N)=O (stereo partly drawn)
 : 4%	13%	5%	0	4%	-10	-2%	2	?	-2
> CCOc1ncccc1C(=O)Nc1ccc2nc(C)sc2c1
 : 16%	58%	2%	6	1%	-9	-7%	-11	2%	2
> Cc1ccc(S(=O)(=O)N2CCC(C(=O)C3C(=O)CCCC3=O)CC2)cc1
 : -6%	19%	2%	16	3%	9	14%	-2	3%	-2
> CCn1c(Cc2ccccc2)nnc1SCc1ccc([N+](=O)[O-])cc1
 : 2%	1%	0%	-3	-1%[46.1 µM]	6	-2%	i	7%	2
> COc1ccc(C(=O)CSc2nc(SC)ns2)cc1OC
 : 3%	.	.	3	-3%	.	.	3	.	0
> Cc1ccccc1Oc1cc(-n2ncc(Cl)c(Cl)c2=O)ncn1
 : -23%	5.8µM*	1%	-17	0%[46.1 µM]	-90*	7%	0	6%	-3
> COC(CSc1ncnc2c1oc1nc3c(cc12)COC(C)(C)C3)OC
 : 5%	?	2%	-2	-8%	-8	8%	-3	-8%	.
> CCNS(=O)(=O)c1ccc(CCC(=O)NCc2ccccc2)cc1
 : -8%	11%	7%	-4	-7%	-5	11%	1	5%	0
> COC(=O)c1c(-c2cccs2)csc1NC(=O)CSc1ncnc2sc(C)c(C)c12
 : 2%	-14%	0%	-17	3%	-13	3%	-9	-3%	-1
> Cc1nc(SCC(=O)N2CCN(C(=O)c3ccco3)CC2)c2c(C)c(C)sc2n1
 : 1%	?	0%	9	-2%	6	6%	3	0%	-2
> CC(Oc1cc2oc(=O)c3c(c2cc1Cl)CCCC3)C(=O)NCCN1CCOCC1 (stereo not drawn)
 : -9%	1%	0%	18	-4%	6	-3%	-8	4%	3
> COc1ccc(Cc2c(C)nc(N)nc2Cl)cc1
 : -5%	9%	3%	17	0%[46.1 µM]	5	7%	-6	-1%	1
> C#CCOCCOCCOCCNc1nc(N2CCN(C(=O)Cn3cc(CC(C)O)nn3)CC2)nc(N2CCN(C(=O)Cn3cc(CC(C)O)nn3)CC2)n1 (stereo not drawn)
 : 2%	-3%	3%	-5	-7%	-2	-4%	-4	6%	2
> Cc1cc2c(C)c(C)c(=O)[nH]c2cc1N
 : 0%	?	5%	5	-1%	-6	-15%	11	-1%	1
> COc1ccccc1NC(=O)NCC(=O)Nc1c(C)cccc1C
 : 12%	0%	4%	-1	.	-9	-7%	-16	1%	3
> COCc1ccc(-c2c(-c3cccc(OC)c3)sc3ccc(OC)cc23)cc1
 : -3%	7%	2%	4	13%	0	-16%	1	23%	3
> COC(C(=O)N/N=C(\C)c1ccc(O)cc1)c1ccccc1 (stereo not drawn)
 : 0%	11%	0%	8	-3%	-13	-10%	5	0%	2
> COc1ccc(C(=O)NCCS(=O)(=O)N(C)C2CCCCC2)cc1
 : -3%	3%	-1%	-9	7%	0	-22%	-2	-3%	8
> CCOc1ccc(N2C(=O)CC(NCCNc3ccc([N+](=O)[O-])cn3)C2=O)cc1 (stereo not drawn)
 : -6%	-6%	2%	0	-2%	-4	-12%	i	2%	3
> O=C(COC(=O)c1cc[n+]([O-])cc1)Nc1cccc(Br)c1
 : -3%	8%	0%	-7	-3%	17	-2%	-8	1%	-2
> C/C(=N\Nc1ccc2nncn2n1)c1ccc(Br)s1
 : 0%	0%	0%	3	-7%	6	-4%	3	11%	96*
> O=C(COC(=O)Cc1c(F)cccc1Cl)NNC(=O)c1ccccc1
 : .	?	0%	-16	.	15	5%	-5	1%	.
> COc1cccc(C2C(C(=O)c3cccs3)=C(O)C(=O)N2CCN2CCOCC2)c1OC (stereo not drawn)
 : -6%	-1%	-1%	12	2%	-6	3%	13	1%	-1

# Screens as filed in PubChem.
